Screening data from PubChem BioAssay.
JMJD2C inh: blocks human GASC-1 demethylase activity; GST-JMJD2C(1-420) H3K9me3 demethylation, DELFIA europium; actives 0.069% (n = 330,000); inhibition, % at 2.35 µM; Q9H3R0;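 active = more than half of a compound's replicate wells show inhibition beyond 50%, single wells judged on their own value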;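 also: signal counts dimethyl H3K9 product captured on neutravidin plate; 0% = median of DMSO wells and 100% = 0.3 times that DMSO median; strong numbers were not always called active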
Efflux pump mplx: blocks antifungal efflux pumps in multiplex yeast assay; S. cerevisiae Candida pump triplex, Nile Red efflux; inhibition, % at 10 µM; actives 0.44% (n = 330,000);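 active = plate passing quality check with inhibition over a set limit, or well fluorescence over plate mean plus 4 SD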;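 also: Nile Red retained in pooled yeast measured as flow cytometry median fluorescence; 0% = buffer negative control and 100% = Enniatin B positive control; higher means more Nile Red kept so more efflux inhibition; some compounds called inactive have numbers as strong as hits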
TPT1 inhibitor: blocks Candida albicans tRNA 2'-phosphotransferase; inhibition, % at 5 µM; AID 1962; actives 0.81% (n = 300,000); recombinant caTPT1, FP RNA substrate dephosphorylation;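 active = inhibition above the mean of all tested compounds plus 3 SD, set per screening campaign, cut at about 24% in these data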;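 also: plate controls were DMSO alone for no effect and ferristatin control at 100 nM for full effect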
PREPL inh: inhibitors of human prolyl oligopeptidase-like enzyme PREPL; actives 0.68% (n = 320,000); inhibition, % at 5.96 µM; recombinant PREPL, fluorescence polarization activity-based probe; Q4J6C6; in the data active = inhibition above about 43%;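 also: 0% = enzyme with DMSO and 100% = wells lacking enzyme; many of its hits are not listed in these tables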
PP1 inh: blocks human PP1-alpha phosphatase, a PP5 counter-screen | purified PP1alpha, OMFP fluorescence | inhibition, % at 6.7 µM | actives 0.9% (n = 320,000) | P62136 | AID 2235;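 active = inhibition above the mean inhibition of all tested compounds plus 3 SD, computed separately for each screening campaign, cut at about 15% in these data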
Target sequence (P62136 whole entry, looked up): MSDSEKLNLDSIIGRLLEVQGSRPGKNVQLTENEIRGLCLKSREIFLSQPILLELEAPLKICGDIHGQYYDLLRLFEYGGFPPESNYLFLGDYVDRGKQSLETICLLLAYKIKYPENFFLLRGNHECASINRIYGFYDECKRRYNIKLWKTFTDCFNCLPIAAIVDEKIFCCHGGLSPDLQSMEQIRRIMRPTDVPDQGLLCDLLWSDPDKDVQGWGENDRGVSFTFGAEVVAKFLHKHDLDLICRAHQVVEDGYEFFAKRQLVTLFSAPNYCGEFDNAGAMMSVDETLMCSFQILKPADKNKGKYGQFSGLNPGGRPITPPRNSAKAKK
LYPLA2 inh: counter-screen for PME1 inhibitors: inhibitors of human LYPLA2. O95372. recombinant LYPLA2, FP-Rh probe fluorescence polarization. inhibition, % at 5.9 µM. actives 0.38% (n = 320,000);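 active = inhibition above the screen-wide mean plus 3 SD, limit set per campaign, cut at about 26% in these data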;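 also: 0% = LYPLA2 with DMSO and 100% = wells lacking LYPLA2 enzyme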
Target sequence (O95372 whole entry, looked up): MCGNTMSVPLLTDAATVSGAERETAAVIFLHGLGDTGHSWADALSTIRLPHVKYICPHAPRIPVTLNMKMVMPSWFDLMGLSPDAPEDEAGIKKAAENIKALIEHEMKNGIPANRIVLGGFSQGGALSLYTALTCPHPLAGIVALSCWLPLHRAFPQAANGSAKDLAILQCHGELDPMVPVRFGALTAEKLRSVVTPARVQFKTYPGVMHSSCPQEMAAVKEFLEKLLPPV
Fh CTSL1 inh: counter-screen for PFM18AAP inhibitors: inhibitors of F. hepatica cathepsin L1; actives 0.49% (n = 300,000); recombinant F. hepatica cathepsin L1, Z-Leu-Arg-MCA fluorescence; inhibition, % at 5.96 µM;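 active = inhibition above the mean of all tested compounds plus 3 SD, set per screening campaign, cut at about 17% in these data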;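 also: 0% = plate median of test compound wells and 100% = 1 µM Z-Phe-Ala-diazomethylketone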
HCV core dimer: blocks dimerization of HCV core protein. TR-FRET GST/Flag-core106 dimerization, 1536-well. inhibition, % at 5 µM. actives 0.33% (n = 300,000). AID 1899;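 active = inhibition above the mean of all tested compounds plus 3 SD, set per screening campaign, cut at about 45% in these data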
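System: GST/Flag-tagged HCV core106 proteins. Incubation: compound-protein-antibody incubation 4 h at 22.5 °C. Technique: HTRF with 340 nm excitation, 617/671 nm emission. Medium: KF-containing HEPES buffer, pH 7.45, DTT, CHAPS, BSA. Read-out: inhibition (%) from 671 over 617 nm ratio. Also added: Eu(K)-anti-GST 90 ng/mL plus XL665-anti-Flag 1 µg/mL.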
PP5 inh: inhibitors of human protein phosphatase 5 (PP5); P53041; purified PP5c, OMFP substrate fluorescence; inhibition, % at 6.7 µM; actives 0.18% (n = 320,000); AID 1987;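 active = inhibition above the campaign's mean inhibition across all tested compounds plus 3 SD, cut at about 9.5% in these data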;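 also: 0% = DMSO only and 100% = 100 µM cantharidin control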
Target sequence (P53041 whole entry, looked up): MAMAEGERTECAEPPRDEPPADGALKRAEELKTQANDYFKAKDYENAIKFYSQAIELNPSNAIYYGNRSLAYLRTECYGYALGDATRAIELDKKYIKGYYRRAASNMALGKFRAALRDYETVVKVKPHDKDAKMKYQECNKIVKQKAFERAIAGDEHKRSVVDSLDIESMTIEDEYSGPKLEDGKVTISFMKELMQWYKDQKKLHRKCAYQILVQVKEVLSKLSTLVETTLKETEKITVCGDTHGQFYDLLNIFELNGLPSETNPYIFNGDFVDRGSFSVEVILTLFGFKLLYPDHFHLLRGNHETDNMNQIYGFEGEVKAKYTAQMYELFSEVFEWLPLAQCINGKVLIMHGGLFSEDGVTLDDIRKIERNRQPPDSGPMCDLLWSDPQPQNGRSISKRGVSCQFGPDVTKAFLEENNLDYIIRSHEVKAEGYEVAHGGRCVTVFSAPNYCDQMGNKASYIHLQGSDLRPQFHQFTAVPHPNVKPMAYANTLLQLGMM
Starred values were filed as active, the others as inactive; nt = no result given; & = joins results of further samples. These rows are one share of the data; the hit share may differ from the screen's.

#	SMILES	JMJD2C inh	Efflux pump mplx	TPT1 inhibitor	PREPL inh	PP1 inh	LYPLA2 inh	Fh CTSL1 inh	HCV core dimer	PP5 inh
1	CCc1cc(=O)oc2cc(C)cc(OCC(=O)C(C)(C)C)c12	18	0.2	3	-2	-4	-3	4	-10	7.2
2	Brc1ccc(C2=NC(Cc3ccccc3)CO2)cc1 (configuration not stated)	8	-0.2	-1	-65	3	0	13	-22	-6.0
3	Cc1ccc(NC(=O)C2CCN(S(=O)(=O)c3ccccc3)CC2)cc1	4	0.3	-1	-16	-1	3	1	-3	3.8
4	Cc1cccc(NC(=S)NC2CC3C=CC2C3)c1 (configuration not stated)	21	-0.1	0	0	-1	3	1	-2	1.2
5	Cc1ccc2[nH]c(-c3ccccc3)cc(=O)c2c1	9	-0.2	-3	17	4	3	2	-19	-0.5
6	O=C(CCN1CCN(c2ccccc2F)CC1)Nc1ccc2c(c1)OCO2	1	0.0	-2	21	-3	3	-2	4	1.6
7	Cc1ccc(CN2C(=O)CCC2C(=O)NCCCN2CCCCC2C)cc1 (configuration not stated)	4	0.0	-5	-8	3	-4	1	-2	3.8
8	Cc1ccc(N(CC(=O)N/N=C/c2ccc(OC3CSC3)cc2)S(=O)(=O)c2ccccc2)cc1	5	0.0	3	-8	0	-40	1	25	2.4
9	CN(C)CCCN(C(=O)COc1ccc(Cl)cc1)c1nc2cc3c(cc2s1)OCCO3	1	0.1	-2	-12	-5	4	-1	-6	1.9
10	CC1=C(CCN2CCN(C(C)C)C(CCO)C2)C(C)(C)CCC1 (configuration not stated)	0	0.1	1	2	-3	1	-2	-3	-0.5
11	Cc1noc(C)c1COC(=O)[C@@H](NC(=O)c1ccccc1Cl)C(C)C	-1	-0.2	6	17	-10	1	8	3	-1.4
12	CCCn1c(=O)c(-c2ccccc2)c(O)c2ccccc21	3	0.1	2	15	0	7	-1	-4	2.4
13	Cc1c(Cl)ccc2c(C(=O)O)cc(-c3ccccc3)nc12	-1	-0.1	1	-9	-1	-2	1	5	-1.2
14	O=c1c(C=NCCCO)c(-c2ccccc2)[nH]n1-c1nc2ccccc2s1	0	0.0	2	-6	11	-1	3	1	-0.5
15	CC1CCc2c(c3ccccc3n2C(=O)CCl)C1 (configuration not stated)	2	0.1	2	-7	3	-2	0	4	6.0
16	Cc1ccc(C)c(S(=O)(=O)N=Nc2c(O)[nH]c3ccccc23)c1	28	-0.1	-3	-5	3	-10	-1	-13	1.2
17	O=C(COC(=O)CCC(=O)c1cccs1)NC1CC1	-3	0.0	0	3	4	3	-49	-2	-2.6
18	CC1CCc2cc(F)ccc2N1C(=O)CSc1nnc2c(n1)[nH]c1ccc(F)cc12 (configuration not stated)	-1	0.0	0	-5	1	-1	4	12	2.9
19	Cc1cc(C)cc(NC(=O)NCc2ccccn2)c1	11	1.3	0	8	-2	0	-14	-3	3.5
20	O=C(Nc1ccc(OC(F)(F)F)cc1)C1CCCN(C(=O)c2ccc(Cl)cc2)C1 (configuration not stated)	4	0.0	nt	-51	0	1	nt	nt	14*
21	O=C(Cc1ccccc1)NN1C(=O)/C(=C/c2ccc(C(=O)O)cc2)SC1=S	3	0.3	1	1	-3	3	-1	4	-1.7
22	CCOC(=O)c1c(/N=C/C2C(=O)CC(C)(C)CC2=O)sc(C)c1C	2	-0.1	2	-6	2	-5	0	0	0.8
23	CC1CN(c2nc3ccccn3c(=O)c2/C=C(\C#N)C(N)=O)CC(C)O1 (configuration not stated)	31	0.3	-2	12	1	-4	-1	-9	2.9
24	CC1CCc2nn(CC(=O)NC3CCCC(C)C3C)cc2C1 (configuration not stated)	0	0.4	2	11	-4	-6	-1	6	-0.8
25	CN(C)c1cccc(C(=O)N2CCCC(CCC(=O)NCc3ccccc3F)C2)c1 (configuration not stated)	-3	0.9	-1	17	2	2	-4	-1	-0.1
26	O=C(NCc1ccco1)C(NS(=O)(=O)c1cccc2nsnc12)c1ccccc1 (configuration not stated)	22	0.2	4	-10	-1	2	0	-1	2.9
27	Cc1cc(NC(=O)COC(=O)c2cccc(OCc3ccccc3)c2)no1	1	0.0	-1	-10	2	-3	-1	3	-0.7
28	Cc1ccc(/C=N/NC(=O)c2cc(C)oc2C)o1	-2	0.1	5	7	0	-8	4	3	-1.0
29	Cc1ccc(-c2nc(SCC(=O)NCC3CCCO3)c(-c3ccc(Cl)cc3)[nH]2)cc1 (configuration not stated)	-24	0.0	-4	9	1	8	-4	11	2.4
30	CN(C)CCOc1nc(-c2ccccc2)nc2c1oc1ccccc12	-5	0.2	4	-24	-4	-1	0	-4	-0.6

Further compounds:
#	SMILES	JMJD2C inh	Efflux pump mplx	TPT1 inhibitor	PREPL inh	PP1 inh	LYPLA2 inh	Fh CTSL1 inh	HCV core dimer	PP5 inh
31	CCCCOC(=O)c1cccnc1	-1	0.1	-2	2	-4	0	-3	0	1.7
32	CCOc1ccc(-c2c(C(=O)N/N=C/c3ccc(OC(C)C)cc3)nnn2-c2nonc2N)cc1	4	-0.3	-2	10	4	-34	0	11	2.8
33	CC(=O)c1sc(NC(=O)c2ccccc2F)nc1-c1ccccc1	11	0.4	4	5	-2	3	2	18	-1.4
34	Cc1ccccc1C(=O)NNC(=O)c1ccc2nc[nH]c2c1	6	-0.1	-2	12	1	-2	-7	-5	-0.5
35	CC(C)N1CCc2c(sc(NC(=O)c3ccc(S(=O)(=O)N4CCc5ccccc54)cc3)c2C(N)=O)C1	-1	0.1	82*	6	17*	-9	2	-10	4.0
36	CN(C(=O)/C=C/c1ccc(F)cc1)C1CCCCC1	3	0.0	2	1	0	0	-2	11	3.1
37	Cc1cc(=O)[nH]c(SCC(=O)Nc2ccc(S(=O)(=O)N3CCOCC3)cc2)n1	-13	0.0	-3	-2	0	1	0	4	-0.4
38	CCCCOc1ccc(C(=O)Nc2ccc(C)cc2[N+](=O)[O-])cc1	3	-0.2	-5	22	-4	-1	2	-6	0.7
39	CN(C#N)c1nccc(-c2cccs2)n1	-3	-0.3	-4	1	0	4	1	-10	-1.8
40	Cc1nc2cc(NS(=O)(=O)c3ccc(Br)cc3)ccc2n1C	12	0.0	0	2	-4	4	2	3	-0.7
41	Cc1ccc(-n2cc(C(=O)c3ccc(F)cc3)nn2)cc1Cl	107	-0.1	1	8	6	-6	-1	70*	2.9
42	CCN(CC)c1ccc2cc(C(N)=O)c(=N)oc2c1	0	-0.3	73*	17	-1	8	2	-11	3.8
43	Cc1cccnc1NC(=O)C1CCC1	7	0.0	-5	10	1	-1	-2	0	0.4
44	CC(=O)N1C(=O)C2(C(C#N)=C(N)Oc3c2c(C)nn3-c2ccccc2)c2ccccc21 (configuration not stated)	-2	-0.1	-5	-1	1	-1	3	-1	4.4
45	O=C1C=C(Nc2ccc(O)cc2)CC(c2ccco2)C1 (configuration not stated)	6	0.0	-2	9	-1	7	-3	-1	0.7
46	O=C1Nc2ccc(S(=O)(=O)N3CCCC3)c3cccc1c23	3	0.1	-3	8	-2	0	0	-8	-1.1
47	COc1ccc(CN(C)C(=S)Nc2ccc(OC(F)F)cc2)cc1	-15	-0.2	-1	0	-2	2	0	-4	-1.4
48	Cc1cc(NC(=O)c2cccc(C)c2[N+](=O)[O-])no1	6	0.0	-4	6	-3	4	-1	6	0.7
49	CCOC(=O)c1ccc(S(=O)(=O)N2CCN(CC3CC=CCC3)CC2)cc1 (configuration not stated)	26	0.2	0	0	-5	0	-1	1	-0.8
50	CCOC(=O)c1nn(-c2ccc(C)cc2)cc1O	5	0.1	1	2	-7	-3	1	-7	-1.5
51	CC(C)=C(NC(=O)c1ccccc1Br)C(=O)NCCc1nc2ccccc2[nH]1	3	-0.2	-3	4	-3	9	-2	-5	2.4
52	CCCc1nnc(NC(=O)CCC(=O)N2CCN(Cc3cc(F)ccc3OC)CC2)s1	4	0.0	-2	-2	-4	3	0	7	-1.8
53	COc1ccc(-c2nnc3ccc(SCC(=O)N4CCOCC4)nn23)cc1	-2	0.7	-1	9	-5	4	4	0	0.1
54	COC(=O)C[C@H]1c2ccccc2S(=O)(=O)N1c1cccc(OC)c1	-13	-0.1	-2	0	1	6	-4	3	1.9
55	COc1ccc(-c2coc3cc(O)c(OC)cc3c2=O)cc1	6	0.0	nt	-1	-3	3	nt	nt	-0.1
56	COc1ccccc1CN1C(=O)CCC1(C)C(=O)NC1CCCCCC1 (configuration not stated)	-8	-0.1	-1	9	1	3	0	-6	-0.3
57	CC1CCN(C(=O)CCC(=O)N2CC(C)Oc3ccccc32)CC1 (configuration not stated)	5	0.0	1	6	-2	-1	-4	10	-0.7
58	CC(OC(=O)c1cccc(-n2cnnn2)c1)C(=O)NCc1ccccc1 (configuration not stated)	4	0.0	3	-8	-3	0	0	3	5.9
59	O=C(CCC(=O)Nc1ccccc1)N/N=C/c1ccco1	14	-0.2	-2	9	-6	-8	3	1	-1.2
60	O=C(c1cccs1)N1CCc2ccccc2C1	1	0.1	2	2	-3	-3	-3	-4	0.1

The list continues:
#	SMILES	JMJD2C inh	Efflux pump mplx	TPT1 inhibitor	PREPL inh	PP1 inh	LYPLA2 inh	Fh CTSL1 inh	HCV core dimer	PP5 inh
61	Cc1ccc(NC(=O)N2CCC(C(=O)NCc3ccccc3)CC2)cc1	3	0.0	-2	1	0	-1	1	2	0.2
62	Cc1ccc(C)c(OCCC(=O)N2CCN(S(=O)(=O)c3ccc([N+](=O)[O-])cc3)CC2)c1	4	-0.1	nt	6	-2	2	nt	nt	1.7
63	CCCn1c(CN2CCN(c3cccc(Cl)c3)CC2)nc2c1c(=O)n(C)c(=O)n2C	-23	-0.1	1	10	-1	11	-4	22	2.5
64	CCOC(=O)Cn1nc(C)c(NC(=O)c2ccc(Cl)c([N+](=O)[O-])c2)c1C	10	0.2	-2	19	0	0	-3	-4	-2.0
65	CCN(CC)S(=O)(=O)c1ccc(Cl)c(NC(=O)COC(=O)c2cc(-c3ccccc3Cl)nc3ccccc23)c1	16	0.8	0	8	-1	-29	-6	0	2.8
66	Cc1ccc(N=Cc2sc(O)c3ccccc23)cc1	-7	0.1	142*	50*	-6	2	3	-23	1.4
67	C#CCOc1ccc(/C=C2\SC(=S)N(Cc3cccnc3)C2=O)cc1	11	0.1	-3	16	-1	0	2	2	-2.6
68	COc1ccc(C2CC(c3cccs3)=NN2c2nc(-c3ccccc3)cs2)cc1OC (configuration not stated)	-4	0.1	14	10	2	2	34*	29	2.3
69	CCC1(CC)C(=O)NC(=O)NC1=NCCc1c[nH]c2ccccc12	1	-0.1	-7	18	0	0	4	4	3.6
70	CN1CCN(S(=O)(=O)c2ccc(-c3noc(C4CCN(S(C)(=O)=O)CC4)n3)cc2)CC1	-12&3	0.0	-1	0	-1	-5	-3	-1	0.4
71	CCn1c(SCC(=O)NC2CCCCC2)nnc1-c1ccccc1F	-4	0.0	0	0	0	3	-5	1	1.2
72	Cc1cc(C)c(OCCCNC2CCCC2)c(Br)c1	15	-0.3	4	-31	2	3	-2	-7	2.7
73	OCC1(Cc2cccc(F)c2)CCN(Cc2ccc3cccc(F)c3n2)CC1	7	0.0	-2	-20	2	6	-4	-2	4.3
74	COc1cccc(NC(=O)Nc2c(C)n(C)n(-c3ccccc3)c2=O)c1	-9	-0.1	-1	19	0	2	-1	-4	-0.4
